Caspase-7 inhib: blocks human caspase-7 allosterically or competitively; P55210; recombinant caspase-7, Ac-DEVD-AFC fluorescence rate; Potency, µM (series often up to 57.5 µM), for the others: top-dose activity change, negative = inhibition, usual class: inhibitors; actives 0.02% (n = 75,000); AID 889; active = well fitted inhibition curve with a large enough effect in the main read-out, with a control signal flat, not every such curve was filed as active; inconclusive = small, poorly fitted or top-dose-only effect, or a change in a side signal; also: potency is read from the fitted curve at half-maximal effect; % of control where 0% means no effect
Target sequence (P55210 24-198 limits assumed): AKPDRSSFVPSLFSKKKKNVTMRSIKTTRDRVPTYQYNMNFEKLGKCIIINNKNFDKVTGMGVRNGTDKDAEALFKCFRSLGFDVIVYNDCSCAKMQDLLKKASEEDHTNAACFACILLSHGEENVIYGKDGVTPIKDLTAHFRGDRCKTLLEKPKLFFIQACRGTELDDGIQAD
Target sequence (P55210 207-303 limits assumed): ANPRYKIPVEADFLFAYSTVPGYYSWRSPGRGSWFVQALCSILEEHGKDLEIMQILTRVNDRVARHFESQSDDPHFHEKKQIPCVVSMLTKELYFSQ
A350 fluor: compounds fluorescent in Alexa 350 spectral region. Compound autofluorescence, 340/450 nm, Alexa 350 dye-equivalents; hits give high values. max dye-equivalent concentration, M. actives 11% (n = 59,000); in the data active = max dye-equivalent concentration above about 10 nM; inconclusive = mostly about 1.1 nM to 9.6 nM
Epigenetic mod: derepresses silenced GFP locus in mouse C127i cells; mouse C127i GFP locus derepression, cytometry, 30 h; Potency, µM (top dose mostly 46.1 µM), for inactives: at the highest dose GFP derepression (activation); actives 0.09% (n = 68,000); also: % of control where 0% means no effect
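Read-out is the number of GFP-positive cells, scored as fluorescent objects 20 to 120 um wide, reflecting derepression of a silenced CMV-GFP reporter in murine C127i cells after 30 h compound exposure at 37 C.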
BRCT PPI green: blocks human BRCA1 BRCT binding to phosphopeptide, green readout; P38398; BRCA1 BRCT-phosphopeptide binding, green fluorescence polarization; Potency, µM (titrated, usually from 76.9 µM), for inactives: at the highest dose activity change, negative = inhibition, most hits filed as inhibitors; actives 0.05% (n = 75,000); AID 875;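 also: potency is read from the fitted curve at half-maximal effect; plate controls were peptide without protein for full effect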
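Compounds were incubated for 12 min at room temperature with a complex of 100 nM fluorescein-tagged pBACH1 decapeptide and 250 nM His-tagged BRCT protein. Buffer was phosphate pH 7.3 with EDTA, DTT and Tween 20. Disruption of binding lowers the polarization signal.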
Fluorescein autfl: compound fluoresces in the fluorescein spectral region; Compound autofluorescence, 480/540 nm, fluorescein-equivalent; hits give high values; max fluorescein-equivalent concentration, M; AID 593; actives 0.91% (n = 59,000); in the data active = max fluorescein-equivalent concentration above about 10 nM; inconclusive = between about 1.1 nM and that limit
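In this qHTS profile, compound fluorescence was measured with a 480 nm/540 nm filter pair following a 15-min room-temperature incubation in 100 mM Tris (pH 8.0). A six-point fluorescein series on each plate served for normalization.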
USP2a inh: USP2a (human) protease inhibition | O75604 | USP2a enzymatic assay, qHTS inhibition | Potency, µM (series often up to 38.3 µM), for inactives: at the highest dose activity change, negative = inhibition, usual class: inhibitors | actives 0.1% (n = 60,000) | AID 927;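 also: potency is read from the fitted curve at half-maximal effect; nearly all actives have a fitted effect of over 60% in size; plate controls were DMSO for no effect and NEM full inhibition control for full effect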
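Inhibition is measured in a cell-free coupled assay with 20 nM USP2 core, 20 nM Ub-PLA2 and 20 uM NBD C6-HPC, 2.5 h incubation. Activity normalized to NEM control.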
Caspase-1 inhib: caspase-1 (human) inhibition, allosteric or competitive. P29466. Caspase-1 enzyme, Ac-WEHD-AFC fluorogenic rate. actives 0.03% (n = 75,000). Potency, µM (top dose mostly 57.5 µM), without a hit: top-dose activity change, negative = inhibition, most hits filed as inhibitors;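 also: potency is read from the fitted curve at half-maximal effect; plate controls were vehicle for no effect and no substrate for full effect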
Target sequence (P29466 120-297 limits assumed): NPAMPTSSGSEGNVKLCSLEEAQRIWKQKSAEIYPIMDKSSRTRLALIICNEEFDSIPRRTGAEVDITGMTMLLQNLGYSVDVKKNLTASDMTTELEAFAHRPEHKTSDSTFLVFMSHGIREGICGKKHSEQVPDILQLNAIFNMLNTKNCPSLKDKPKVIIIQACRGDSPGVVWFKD
Target sequence (P29466 317-404 limits assumed): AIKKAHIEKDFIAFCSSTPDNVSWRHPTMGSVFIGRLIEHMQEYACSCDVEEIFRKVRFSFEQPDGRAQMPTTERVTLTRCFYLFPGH
BRCT inh red: inhibitors of human BRCA1 BRCT-phosphoprotein interaction (red fluorophore); BRCT-phosphopeptide binding, red fluorescence polarization; Potency, µM (highest dose often 76.9 µM), for inactives: at the top dose activity change, negative = inhibition, usual class: inhibitors; AID 892; actives 0.03% (n = 75,000); P38398; also: % is scaled to controls: 0 for no effect and ±100 for the full control effect
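Fluorescence polarization: 100 nM His-tagged BRCA1 BRCT with 100 nM TAMRA-labelled phospho-BACH1 decapeptide, phosphate buffer pH 7.3 with 150 mM NaCl, DTT, 0.01% Tween 20; 12 min RT. Binding inhibition seen as FP decrease.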
4MU fluor: 4-MU region autofluorescence; actives 11% (n = 59,000); max dye-equivalent concentration, M; compound autofluorescence, 340/450 nm, 4-MU equivalents; hits give high values; in the data active = max dye-equivalent concentration above about 10 nM; inconclusive = mostly about 1.1 nM to 9.6 nM
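Intrinsic fluorescence at 340/450 nm (ex/em) was read after 15 min at room temperature in pH 8.0, 100 mM Tris. Each compound concentration expressed as 4-MU-equivalent concentration from a six-point 4-MU standard series on each plate.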
HEK293 cAMP cs: raises cAMP in parental HEK293 cells, TSHR agonist counter-screen | actives 2.5% (n = 73,000) | parental HEK293 CNG cAMP sensor, membrane potential fluorescence | Potency, µM (doses to about 57.1 µM), for the others: top-dose activation, usual class: activators; also: potency is read from the fitted curve at half-maximal effect; % of control where 0% means no effect; nearly all actives have a fitted effect of over 55% in size
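Parental HEK 293 cells stably expressing a modified CNG channel (no TSHR) report cAMP rise as membrane depolarization. Membrane potential dye with 100 uM RO 20-1724 was loaded for 60 min at room temperature, then compound added for 30 min; fluorescence read at 590 nm.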
UbGFP stabilizer: ubiquitin-GFP accumulation via proteasome inhibition | Ubiquitin-GFP reporter cells, proteasome inhibition, GFP fluorescence; response scale: untreated = 0%, 10 µM MG-132 = 100% | Potency, µM (titrated, usually from 45.9 µM), inactives show at the highest dose activation (GFP accumulation), actives largely listed as activators | 67,000 tested, under 10 active; active = well fitted activation curve with a large enough effect, not every such curve was filed as active; inconclusive = small, poorly fitted or top-dose-only effect, or another doubt; inactive = no such curve, though single readings can be large or run the other way; also: potency is read from the fitted curve at half-maximal effect
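U2OS Ub(G76V)-GFP reporter; O/N plating, 0.5% FBS; cpd 46 uM–2.9 nM, 4 h, 37 °C; GFP+ cell count, 488/515 nm; norm. to basal vs 10 uM MG-132; CRC fit.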
An asterisk follows results filed as active; i = inactive; ? = inconclusive; . = no result given; [ ] = dose if it differs, or a comment. Unless noted, calls follow the shape of the dose curve; as a rule, active = well fitted curve in the direction sought with a large enough effect; inconclusive = small, poorly fitted or top-dose-only effect, or another doubt; inactive = no such curve, though single readings can be large; an effect the other way counts as inactive or inconclusive. This is a subset (hit frequency here may not be typical).

molecule,USP2a inh,UbGFP stabilizer,4MU fluor,Fluorescein autfl,BRCT inh red,BRCT PPI green,Caspase-1 inhib,Caspase-7 inhib,A350 fluor,HEK293 cAMP cs,Epigenetic mod
CC1(C)CC(=O)c2cc(C(=O)Nn3cnnc3)c(=O)n(-c3ccccc3)c2C1,7%,-5%,i,?,0.8%,-2.3%,-1%,-2%,i,10%,0%
N#Cc1c(NC(=O)CN2CCCCC2)sc2c1CCC2,-1%,-5%,i,i,-0.2%,-3.5%,-1%,-2%,i,8%,-2%
Cc1cccc(-c2nc(CSCC(=O)N3CCN(c4ccccn4)CC3)c(C)o2)c1,11%,12%,i,?,-0.7%,-1.9%,0%,0%,i,?,2%
O=C(c1ccccc1C(=O)N1CCN(c2ccccc2F)CC1)N1CCN(c2ccccc2F)CC1,20%,7%,.,.,0.8%,-1.5%,-1%,-5%,.,16µM*,-2%
CCOc1ccc(C(=O)CN2CCN(S(=O)(=O)c3ccc(Cl)cc3)CC2)cc1,22%,12%,i,?,0.4%,3.6%,-6%,-4%,i,7%,1%
CN(C)c1ccccc1CN1CCCN(Cc2ccccc2N(C)C)C1c1ccncc1,.,0%[9.17 µM],i,i,-0.1%[15.4 µM],-1.3%[15.4 µM],1%[11.5 µM],-2%[11.5 µM],i,13%[11.4 µM],2%[9.22 µM]
Cc1ccc(C)c(N2CCN(S(=O)(=O)c3ccc4c(c3)OCCO4)CC2)c1,146%[activator],-3%,i,i,-0.6%,0.7%,-2%,-2%,i,29%,0%
COc1nc(-c2ccccc2)cc(-c2ccccc2)n1,-3%,12%,?,i,-0.5%,1.4%,-4%,-1%,?,?,-1%
COc1ccccc1C(=O)n1nc(-c2ccccc2)nc1NCc1ccco1,-9%,-2%,i,i,-1.9%,1.3%,-1%,-2%,i,?,0%
N#Cc1ccc(OCC(=O)N2CCN(S(=O)(=O)c3cccs3)CC2)cc1,3%,1%,i,?,-0.3%,2.6%,4%,0%,i,9%,0%
C[C@@H](CN(C)C)CN1c2ccccc2CCc2ccccc21,4%[17.1 µM],0%[20.5 µM],i,?,-0.7%[34.4 µM],-2.7%[34.4 µM],-5%[25.7 µM],-1%[25.7 µM],i,13%[25.6 µM],2%[20.6 µM]
COc1ccccc1NC(=O)Nc1ccnn1C1CCCCC1,5%,-11%,i,i,-2.4%,-0.7%,0%,1%,i,19%,-2%
CSc1nc(O)c(C2OC(=O)c3ccccc32)c(=O)[nH]1 (stereo not drawn),-1%,-1%,i,i,-0.7%,-0.4%,-1%,-1%,i,4%,0%
CS(=O)(=O)N1CCCC(C(=O)N2CCOCC2)C1 (stereo not drawn),-4%,-8%,i,i,-2.2%,-1.4%,1%,3%,?,1%,1%
Cn1c(=O)[nH]c(=O)c2c1nc(N1CCCCC1)n2CCCSc1nc2ccccc2s1,29%,-3%,i,i,-2.6%,2.7%,-2%,-2%,i,13%,2%
C(=NC12CN3CN(CN(C3)C1)C2)c1ccc2c(c1)OCO2,-3%,-1%,i,i,1.1%,-2.1%,0%,-1%,i,1%,0%
CCN1C(=S)SC(=O)C1=C1C=C(C)N(CCOC)C(C)=C1,-6%,6%,i,1.1e-08M*,-0.7%,2.0%,-6%,-5%,i,72%,-4%
O=C(CSc1nnc(-c2ccc(O)cc2)n1Cc1ccco1)N1CCc2ccccc2C1,28%,4%,i,?,-0.1%,1.5%,1%,-5%,i,16%,-1%
Cc1sc2nc3c(C(=O)N4CCN(c5ncccn5)CC4)cccn3c(=O)c2c1C,-1%,0%,2.6e-08M*,?,-0.9%,-1.3%,0%,-2%,2.6e-08M*,6%,0%
CCOc1ccc(N2C(=O)CC(N3CCOCC3)C2=O)cc1 (stereo not drawn),-4%,-3%,i,i,-1.4%,-0.1%,1%,1%,i,2%,4%
O=C(O)C1CC=CCC1C(=O)N1CCCC1 (stereo not drawn),6%,1%,i,i,0.6%,-0.8%,1%,-1%,i,11%,0%
O=C(Nc1ccccc1)c1ccc(S(=O)(=O)N(CCO)CCO)cc1,-4%,-1%,i,i,0.1%,-1.6%,2%,0%,i,1%,-2%
COc1ccc(C2(C(=O)Nc3c(C)n(C)n(-c4ccccc4)c3=O)CCCC2)cc1OC,1%,-1%,i,?,-0.9%,-0.3%,-12%,0%,i,-2%,4%
O=C(O)CCc1ccc(-c2ccc(F)cc2)n1NC(=O)c1ccco1,-8%,5%,i,i,-0.8%,0.0%,-2%,-2%,?,8%,2%
COc1ccc(CSc2nc(C)cc(=O)[nH]2)cc1,-6%,1%,.,.,-1.8%,-1.3%,-7%,1%,.,13%,2%
COc1ccc(CCNC(=O)CSCc2n[nH]c(=O)[nH]2)cc1OC,0%,-3%,i,i,-0.5%,-2.6%,1%,-2%,i,3%,0%
C[C@H]1CC(C)(C)C[C@@](OCCN2CCCCC2)(c2ccccc2)C1,.,-1%[9.17 µM],i,?,-1.1%[15.4 µM],-1.5%[15.4 µM],2%[11.5 µM],-4%[11.5 µM],i,5µM*,-2%[9.22 µM]
Cc1cc(C)n(C(=O)c2cc3sccc3[nH]2)n1,.,0%,i,i,0.9%,3.0%,-3%,2%,?,26%,-1%
O=C(O)C1C2C=CC(O2)C1C(=O)Nc1ccc(S(=O)(=O)N2CCc3ccccc32)cc1 (stereo not drawn),-5%,10%,i,i,0.4%,2.7%,1%,1%,?,-1%,-2%
Cc1cccc(CN2CCC(CNC(=O)C3CCCN(S(=O)(=O)c4cnc[nH]4)C3)CC2)c1 (stereo not drawn),.,-3%,.,.,0.4%,-1.9%,-3%,-1%,.,?,.
COC(=O)c1ccccc1NC(=O)CN1C(=O)c2ccccc2S1(=O)=O,-3%,9%,i,i,0.7%,-0.5%,0%,-3%,i,-2%,2%
O=C(CSc1nnc(-c2ccco2)n1-c1ccccc1)N1CCN(C(=O)c2ccco2)CC1,3%,-2%,i,i,-0.2%,-2.4%,-1%,-2%,i,-6%,6%
S=c1[nH]ncn1/N=C/c1ccccc1,-5%,-4%,i,i,-0.7%,-2.4%,-2%,0%,i,4%,2%
Cc1cc(NC(=O)CSc2ccc3nnc(-c4ccc(Cl)cc4)n3n2)no1,60%[activator],-17%,?,i,0.0%,0.6%,-1%,-1%,3.7e-08M*,3%,3%
CC1(C)CC(=O)C(C=NCCCN2CCCC2=O)=C(O)C1,-1%,6%,.,.,-1.0%,0.0%,1%,-1%,.,-11%,0%
CC(C)(C)NC(=O)NC(=O)COc1ccccn1,-5%,-2%,i,?,-1.3%,-0.9%,-1%,1%,i,10µM*,1%
Cc1cc(NCc2ccccc2Cl)n2nnnc2n1,8%,-7%,?,?,-2.8%,0.0%,-3%,-1%,?,12%,-1%
COc1ccc(C(=O)NCc2oc(-c3ccccc3)cc2C(=O)O)cc1,5%,-6%,i,i,0.2%,-0.5%,1%,-2%,i,12%,0%
COC(=O)c1ccc(CNC(=O)CSc2nnc(COc3ccccc3)n2C)o1,14%,16%,i,i,-0.4%,0.4%,1%,0%,i,?,0%

Given field by field: four of the compounds above.
S=c1[nH]ncn1/N=C/c1ccccc1
  USP2a inh: -5%	UbGFP stabilizer: -4%	4MU fluor: i	Fluorescein autfl: i	BRCT inh red: -0.7%	BRCT PPI green: -2.4%	Caspase-1 inhib: -2%	Caspase-7 inhib: 0%	A350 fluor: i	HEK293 cAMP cs: 4%	Epigenetic mod: 2%
Cc1cc(NC(=O)CSc2ccc3nnc(-c4ccc(Cl)cc4)n3n2)no1
  USP2a inh: 60%[activator]	UbGFP stabilizer: -17%	4MU fluor: ?	Fluorescein autfl: i	BRCT inh red: 0.0%	BRCT PPI green: 0.6%	Caspase-1 inhib: -1%	Caspase-7 inhib: -1%	A350 fluor: 3.7e-08M*	HEK293 cAMP cs: 3%	Epigenetic mod: 3%
CC1(C)CC(=O)C(C=NCCCN2CCCC2=O)=C(O)C1
  USP2a inh: -1%	UbGFP stabilizer: 6%	4MU fluor: .	Fluorescein autfl: .	BRCT inh red: -1.0%	BRCT PPI green: 0.0%	Caspase-1 inhib: 1%	Caspase-7 inhib: -1%	A350 fluor: .	HEK293 cAMP cs: -11%	Epigenetic mod: 0%
CC(C)(C)NC(=O)NC(=O)COc1ccccn1
  USP2a inh: -5%	UbGFP stabilizer: -2%	4MU fluor: i	Fluorescein autfl: ?	BRCT inh red: -1.3%	BRCT PPI green: -0.9%	Caspase-1 inhib: -1%	Caspase-7 inhib: 1%	A350 fluor: i	HEK293 cAMP cs: 10µM*	Epigenetic mod: 1%

Assay outcomes: PubChem, National Center for Advancing Translational Sciences (NCATS)
